KDM5B inh: Primary screen for KDM5B Histone Demethylases FDH-coupled qHTS | KDM5B demethylase, FDH-coupled NADH fluorescence (FDH is formaldehyde dehydrogenase) | Potency, µM (top dose mostly 57.7 µM), for inactives: at the highest dose activity change, negative = inhibition, hits mostly inhibitors | 2.6% of 220,000 active; active means well fitted inhibition curve with a large enough effect; inconclusive means small, poorly fitted or top-dose-only effect; inactive means no such curve, though single readings can be large or run the other way; further: 0% is about no effect; nearly all actives have a fitted effect of over 70% in size
Target sequence (Q9UGL1 whole entry, looked up): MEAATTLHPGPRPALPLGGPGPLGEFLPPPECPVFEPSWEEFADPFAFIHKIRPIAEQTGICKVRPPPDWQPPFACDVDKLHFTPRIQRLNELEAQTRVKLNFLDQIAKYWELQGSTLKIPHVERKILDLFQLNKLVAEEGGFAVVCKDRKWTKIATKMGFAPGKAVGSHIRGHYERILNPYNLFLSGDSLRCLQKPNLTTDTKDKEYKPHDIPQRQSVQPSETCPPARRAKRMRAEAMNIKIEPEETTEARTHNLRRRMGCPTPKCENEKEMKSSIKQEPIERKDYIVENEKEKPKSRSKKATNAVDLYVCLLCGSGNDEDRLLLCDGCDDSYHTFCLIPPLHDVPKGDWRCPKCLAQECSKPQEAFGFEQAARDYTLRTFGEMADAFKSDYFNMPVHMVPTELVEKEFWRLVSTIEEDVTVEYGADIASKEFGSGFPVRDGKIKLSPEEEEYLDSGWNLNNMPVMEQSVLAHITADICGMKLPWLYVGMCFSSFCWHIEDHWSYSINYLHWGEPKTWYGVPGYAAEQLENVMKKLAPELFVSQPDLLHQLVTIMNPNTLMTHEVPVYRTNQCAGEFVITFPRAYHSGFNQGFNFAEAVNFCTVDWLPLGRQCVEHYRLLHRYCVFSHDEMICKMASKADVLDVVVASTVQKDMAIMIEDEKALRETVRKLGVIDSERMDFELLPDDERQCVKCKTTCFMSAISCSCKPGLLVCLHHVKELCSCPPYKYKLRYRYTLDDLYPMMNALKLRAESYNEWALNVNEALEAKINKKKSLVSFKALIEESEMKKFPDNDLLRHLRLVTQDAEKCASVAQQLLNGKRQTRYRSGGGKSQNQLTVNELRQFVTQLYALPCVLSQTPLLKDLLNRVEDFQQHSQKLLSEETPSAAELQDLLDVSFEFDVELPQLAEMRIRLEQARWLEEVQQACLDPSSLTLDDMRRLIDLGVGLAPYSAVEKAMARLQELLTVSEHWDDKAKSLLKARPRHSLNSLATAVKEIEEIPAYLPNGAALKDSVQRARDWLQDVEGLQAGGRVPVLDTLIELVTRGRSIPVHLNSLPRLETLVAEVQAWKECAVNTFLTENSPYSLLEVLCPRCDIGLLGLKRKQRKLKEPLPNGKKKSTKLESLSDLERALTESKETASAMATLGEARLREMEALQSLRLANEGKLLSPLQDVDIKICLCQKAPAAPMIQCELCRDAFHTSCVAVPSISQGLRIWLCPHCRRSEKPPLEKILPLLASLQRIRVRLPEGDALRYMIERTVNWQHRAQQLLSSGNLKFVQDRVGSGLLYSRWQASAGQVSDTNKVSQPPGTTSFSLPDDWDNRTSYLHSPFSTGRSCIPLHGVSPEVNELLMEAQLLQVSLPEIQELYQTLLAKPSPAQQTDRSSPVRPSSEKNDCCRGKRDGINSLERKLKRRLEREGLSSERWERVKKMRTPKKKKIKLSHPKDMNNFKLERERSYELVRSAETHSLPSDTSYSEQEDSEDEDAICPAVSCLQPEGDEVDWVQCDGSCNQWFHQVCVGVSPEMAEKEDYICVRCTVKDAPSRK
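Compound dilutions met 200 nM (final) KDM5BΔAP for 10 min at room temperature before substrate addition. The substrate mix held 12.5 µM H3K4me3 with cofactors 25 µM α-ketoglutarate and 50 µM Fe²⁺. NADH signal gain over 30 min defined activity.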
The depositor's hits bear a star; i = inactive; ? = inconclusive; [ ] = remark or other dose. Potency means the concentration at half of the fitted maximal effect. The list is partial; count on the stated rates, not on these rows.

SMILES	KDM5B inh
O=C1CCC(C(=O)N2CCN(c3ccc(Cl)cn3)CC2)CN1CCc1ccccn1 (stereo unspecified)	?
Cc1noc(C)c1[S+](=O)([O-])N(C)Cc1ccc(-c2ccccc2)cc1	-2%
CCCc1nc(SCC(=O)N2CCC(C)CC2)c2c(=O)n(C)c(=O)n(C)c2n1	31%
Cc1ccc(S(=O)(=O)N2CCn3cccc3C2c2ccccc2)cc1 (stereo unspecified)	-26%
C=C(C)COc1ccc2c(C)c(CCC(=O)NC3CCS(=O)(=O)C3)c(=O)oc2c1 (stereo unspecified)	i
CCn1c(CNC(=O)c2ccc3c(c2)OCO3)nnc1SCC(=O)c1ccc(F)cc1	-13%
COc1ccc(Br)cc1CNC(=O)CCSCc1ccc(Cl)cc1	-27%
COc1cccc(NC(=O)c2ccc3nc(Cc4ccccc4)oc3c2)c1	?
O=C(O)c1cccc(CC2CCN(C(=O)CN3CCCCC3=O)C2)c1 (stereo unspecified)	53%[activator]
CCOCCn1c(=O)c2c(nc(-n3nc(C)c(C)c3C)n2C(C)C)n(C)c1=O	10%
Cc1ccc(CN(C(=O)COc2ccc(Cl)cc2C)C2CCS(=O)(=O)C2)o1 (stereo unspecified)	-15%
COc1ccc2cc(C(=O)NC3CCN(C(=O)c4ccccc4)CC3)c(C)nc2c1	?
CCCC1CCc2c(sc(NC(C)=O)c2C#N)C1 (stereo unspecified)	-1%
COc1cccc(NC(=O)CSC2=Nc3ccccc3C3=NC(CCC(=O)NC4CCCCC4)C(=O)N23)c1 (stereo unspecified)	-8%
c1ccc(CCc2noc(-c3ccc(N4CCCOCC4)nc3)n2)cc1	?
O=C(O)CCN1C(=O)C2C3c4ccccc4C(c4ccccc43)C2C1=O (stereo unspecified)	25%
COC(CNC(=O)c1ccc(CNS(=O)(=O)c2ccc(C)cc2)cc1)OC	5%
C#CCNC(=O)CC[C@H]1CNC(=O)[C@@H]2[C@@H](CCN2Cc2ccc(N(C)C)cc2)N1C	-12%[86.2 µM]
O=C(c1ccncc1)N1C[C@@H]2OCC(=O)N(Cc3cccnc3)[C@@H]2C1	?
O=C1NCc2ccccc2CC12CCN(Cc1ccccc1Cl)C2 (stereo unspecified)	9%[149 µM]
Cc1c(C(=O)NCc2ccc(Cl)cc2)sc2nc3n(c(=O)c12)CCCC3	-15%
CO[C@@H]1CO[C@H]2[C@@H]1OC[C@@H]2n1nnnc1Sc1ncccn1	-22%[86.2 µM]
O=C(CSc1nc2cc([N+](=O)[O-])ccc2o1)Nc1ccc2ccccc2c1	-8%
CCOc1ccc(-c2nc(NC(=O)c3cc(OC)cc(OC)c3)sc2C)cc1	0%
CNC(=O)CN(C)C(=O)CCc1ncc(-c2ccccc2F)o1	11%

5 records drawn at random from those above, as already listed:
SMILES	KDM5B inh
CCOc1ccc(-c2nc(NC(=O)c3cc(OC)cc(OC)c3)sc2C)cc1	0%
O=C(O)CCN1C(=O)C2C3c4ccccc4C(c4ccccc43)C2C1=O (stereo unspecified)	25%
Cc1c(C(=O)NCc2ccc(Cl)cc2)sc2nc3n(c(=O)c12)CCCC3	-15%
CCOCCn1c(=O)c2c(nc(-n3nc(C)c(C)c3C)n2C(C)C)n(C)c1=O	10%
O=C(O)c1cccc(CC2CCN(C(=O)CN3CCCCC3=O)C2)c1 (stereo unspecified)	53%[activator]

Copied from the list.
In KDM5B inh, CNC(=O)CN(C)C(=O)CCc1ncc(-c2ccccc2F)o1 is listed with 11%
In KDM5B inh, COc1cccc(NC(=O)CSC2=Nc3ccccc3C3=NC(CCC(=O)NC4CCCCC4)C(=O)N23)c1 (stereo unspecified) is listed with -8%

Next part.
SMILES	KDM5B inh
NC(=O)C1CCN(CC(=O)Nc2cccc(C(=O)Nc3cccc(C(F)(F)F)c3)c2)CC1	14%
O=C(c1cccnc1)N1CCN(C(=O)c2nnn3c2COC(c2ccccc2)C3)CC1 (stereo unspecified)	-12%
COCc1nnc(NC(=O)CCn2ccc3ccccc32)s1	12%
COc1ccc(N2CCN(c3ncnc4scc(-c5ccc(C)cc5)c34)CC2)cc1	?
CCC(C)[C@H](NC(=O)Nc1cc(OC)cc(OC)c1)C(=O)O (stereo partly specified)	1%
Cc1ccc(C(=O)N2CC(C)CC(C)C2)cc1 (stereo unspecified)	-4%
Cc1ccc(Cl)cc1NC(=O)Cn1cc(S(=O)(=O)Cc2ccccc2Cl)c2ccccc21	-18%
CNS(=O)(=O)c1cc(NS(=O)(=O)c2ccc(Br)cc2Cl)ccc1C	15%
Oc1c(C(c2ccccc2F)N2CCC3(CC2)OCCO3)sc2nc(-c3ccco3)nn12 (stereo unspecified)	-5%
O=c1c2c3c(nn2ccn1Cc1cc(=O)n2ccccc2n1)CCCC3	?
CC(C)(C)NC(=O)CN1CCN(c2cccc(F)c2C#N)CC1	?
O=C(O)CCCC(=O)N1Cc2ccccc2CC2(CCCCN2CC2CCCC2)C1 (stereo unspecified)	13%[115 µM]
CC(C(=O)O)C1CCOCC1 (stereo unspecified)	-27%
Cc1cccc(C(=O)CC(=O)c2cccc(C)c2)c1	12%
CN1CCN(S(=O)(=O)c2ccc(NC(=O)c3ccccc3Oc3ccccc3)cc2)CC1	14%
c1ccc(-c2nc(-c3cccnc3)n[nH]2)cc1	9%
Cc1ccc(C(=O)N2CCc3[nH]nc(C(=O)N(C)C)c3C2)cc1C	-6%
O=C(c1ccc(F)cc1F)N(Cc1ccco1)C1CC1	11%
CCCCOC(=O)C(C)Oc1ccc2c(=O)c(Oc3ccccc3Br)coc2c1 (stereo unspecified)	15%
CCNC(=O)Cc1c[nH]c2ncc(-c3cccnc3OC)cc12	40µM*
O=C(NCC1CC1)c1cccc(OC2CN(C3CCN(Cc4ccccc4)CC3)C2)c1	-14%
Cc1ccc(/C=C/c2onc(C)c2S(=O)(=O)N2CCC(C(=O)NCc3ccc(N(C)C)cc3)CC2)cc1	-18%
Cc1ccc(-c2nnc(SCC(=O)Nc3c(C)nn(-c4ccccc4)c3C)n2N)cc1	10%
CC(C)c1ccc(NC(=O)c2ccc[n+]([O-])c2)cc1	-8%
Cc1cccn2c(=O)c3cc(C(=O)NC4CCCCCC4)sc3nc12	?

(more compounds)
SMILES	KDM5B inh
OC[C@@H]1CN(Cc2ccco2)C[C@H]1c1ccccn1	-19%
COc1ccc(C(=O)Nc2nc3nc(C)c(Cl)c(=O)n3[nH]2)cc1	-2%
CCc1nnsc1C(=O)N(C)CCOc1ccccc1C	-10%
CCOc1ccc(-c2cc(C(=O)O)c3cc(C)ccc3n2)c(OCC)c1	?
O=C(C1CCOC1)N1CCc2onc(C(c3ccccc3)c3ccccc3)c2C1 (stereo unspecified)	-3%
CCCCOC(=O)COc1ccc2c(=O)c(-c3ccccc3OC)coc2c1	-17%
Cc1ccccc1CCC(=O)N1CCC2(CC1)C(C(=O)O)CC(=O)N2C (stereo unspecified)	-21%
CC(C)(C)NC(=O)C1CC1	17%
Cc1cc(C(=O)NC2CCCC2)c2c(C3CCCNC3)noc2n1 (stereo unspecified)	4%[149 µM]
C=CC(=O)NC1CC2CCC1(C)C2(C)C (stereo unspecified)	30%
Cc1nn(-c2ccc3nncn3n2)c2c1C(c1c(F)cccc1F)CC(=O)N2 (stereo unspecified)	10%
COc1ccccc1-c1nc(C(=O)NCc2cccs2)n2ccncc12	28µM*
CCCCNC(=O)c1ccc2c(=O)n(Cc3ccc(OC)cc3)c(=O)[nH]c2c1	12%
Cc1ccc(C(=O)NC2CCc3nnc(C4CC4)n3CC2)c(=O)[nH]1 (stereo unspecified)	32µM*
CCOC(=O)c1nc(Nc2ccccc2C)c2ccccc2n1	12%
CCCn1nc(C(=O)NC2CCN(C(C)C)CC2)c2ccccc2c1=O	10%
Cc1cnc(C)n1C1CCN(S(=O)(=O)c2ccc(C#N)cc2)CC1	-5%
CN(C)c1nccnc1OC1CCN(C(=O)c2ccnn2C)C1 (stereo unspecified)	-16%
O=C1NC2(Cc3ccccc31)CN(Cc1cscn1)C2	-10%[149 µM]
Cc1ccc(C2(O)CCN(c3cc(C(F)(F)F)ccn3)CC2)nc1	25µM*
CCCN1C(=O)C(CC(=O)NC(C)CC)Sc2ncccc21 (stereo unspecified)	-8%
O=C(OCC1CCCO1)c1ccc2c(c1)N(Cc1ccccc1)C(=O)c1ccccc1S2(=O)=O (stereo unspecified)	-17%
CCc1ccc(NC(=O)CSc2nccn2Cc2ccccc2OC)cc1	-26%
Cn1cccc1C(=O)c1ccc(Cl)cc1	11%
c1csc(-c2nc3nccc(-c4cc5ccccc5o4)n3n2)c1	?

By substructure, those above with a CF3 group.
SMILES	KDM5B inh
NC(=O)C1CCN(CC(=O)Nc2cccc(C(=O)Nc3cccc(C(F)(F)F)c3)c2)CC1	14%
Cc1ccc(C2(O)CCN(c3cc(C(F)(F)F)ccn3)CC2)nc1	25µM*

(next part)
SMILES	KDM5B inh
CC(c1ccc(-c2ccc(N(C)C)nn2)cc1)N(C)C (stereo unspecified)	?
COc1cc(C)c(S(=O)(=O)Nc2ccc(Nc3cc(N4CCCC4)nc(C)n3)cc2)cc1C	-1%
O=C1CCc2cc(C(=O)NCCc3ccc4c(c3)OCCO4)ccc2N1	-3%
Cc1oc(-c2ccc(OC(C)C)cc2)nc1Cn1ccn2nc3c(c2c1=O)CCCC3	28µM*
COCCCNS(=O)(=O)c1ccc(N2CCCCS2(=O)=O)cc1	-5%
CCCOc1cccc(-c2cc(C(=O)O)c3ccccc3n2)c1	-31%
CCCN(Cc1nccn1C)C(=O)c1ccccc1C1CCNC1 (stereo unspecified)	3%
Cc1ccc(NC(=O)COCC(=O)N(c2ccccc2)c2ccccc2)cc1	-17%
O=c1c2cn(Cc3ccc(F)cc3)c3ccc(F)cc3c-2nn1Cc1ccc(F)cc1	11%
Fc1ccc(-c2cnc([C@@H]3COCCN3Cc3ncc[nH]3)[nH]2)cc1	5%[86.2 µM]
CN(Cc1ccccc1)Cc1nc2c(n1Cc1ccccc1)C(=O)N(CC1CC1)CCN2	17%[86.2 µM]
Cc1ccc(S(=O)(=O)N2CCCN(C)c3ccccc32)c(C)c1	-15%
O=C(Nc1cc2c(cc1C(=O)c1ccccc1)OCCO2)c1ccc(Br)cc1	-3%
O=C(CCc1ccccc1)N(Cc1cccnc1)c1nc2c(F)cc(F)cc2s1	?
CNC(=O)[C@@H]1CN(C(=O)COc2ccc(F)cc2)C[C@H]1CO	-22%
Cc1ccc(NC(=S)N2CCCCC2)cc1C	17%
CCc1ccccc1NC(=O)CN(c1ccccc1OC)S(=O)(=O)c1ccc(C)cc1	-12%
COCCn1c(C)cnc1CC1CCN(C(C)=O)CC1	-12%
O=C(NCc1nnc2ccccn12)C1NCCc2[nH]cnc21 (stereo unspecified)	0%
CCN1C(=O)N/C(=C/c2cn(C(C)C)c3ccccc23)C1=O	-12%
COCCN1C(=O)[C@H]2CN(Cc3ccc(OC(F)(F)F)cc3)C[C@H]2C1=O	19%
Cc1ccsc1C(=O)N1CCC(c2noc(-c3cnccn3)n2)C1 (stereo unspecified)	10%
O=C(c1cccc(Cl)c1)N1CCN(CCCc2ccccc2)CC1	?
O=C(OCc1ccccc1)c1c[nH]c2ccccc12	-4%
CC(=O)c1cccc(NC(=O)C2CCCN(c3nnc(-n4cccc4)s3)C2)c1 (stereo unspecified)	2%

Going on with the list.
SMILES	KDM5B inh
CCCc1noc(-c2ccn3c(CNC(=O)c4ccccc4Cl)nnc3c2)n1	i
CC(=O)NCCCC(=O)N1CCN(C2CCNCC2)C(=O)C1	?
CC(C)(C)CC(=O)C(C#N)C(=O)Nc1ccccc1Cl (stereo unspecified)	28%
Cc1sc2ncn(CC(=O)NC3CCCc4ccccc43)c(=O)c2c1-c1ccccc1 (stereo unspecified)	-13%
O=C(Nc1cccc(S(=O)(=O)N2CCCCC2)c1)c1ccc(OCc2cn3ccccc3n2)cc1	-23%
CN1CCCCCCN(C(=O)CCCc2ccccc2)[C@H]2CCC[C@H]2C1=O	0%
Cc1c(CCO)c(=O)n2c([nH]c3ccccc32)c1C#N	?
O=C(COC(=O)c1cccc([N+](=O)[O-])c1)c1ccc(Cl)cc1	4%
CCn1ccc(C(=O)N2C[C@@H](COC)[C@H](c3nc(C)no3)C2)n1	0%
COCc1cn(C[C@H]2C[C@@H](NC(=O)Cc3cccc(OC)c3)[C@H](O)[C@@H]2O)nn1	-19%[86.2 µM]
CCn1ncc(N2CCCC(CC(=O)Nc3ccc(C)c(F)c3)C2)cc1=O (stereo unspecified)	19%
CCc1ccc(CNc2nc3nc(CC)cc(=O)n3[nH]2)cc1	-28%
CCc1ccc(NS(=O)(=O)c2ccc(OC)c3ncccc23)cc1	13%
CCC(NC(=O)Nc1cccc(C)c1)c1c(-n2cccc2)sc2c1CCN(C)C2 (stereo unspecified)	?
COCC1CN(C(=O)CCc2cccc(OC)c2)CC12CCOCC2 (stereo unspecified)	26%
CNC(=O)[C@@H]1CN(S(=O)(=O)c2ccc(C#N)cc2)C[C@H]1COC	17%
Cc1ccc(CNC(=O)N[C@@H]2CN(Cc3cccnc3)C[C@H]2CN(C)C)cc1	15%
COC(=O)CNC(=O)c1nc(-c2ccc(F)cc2)c2cnccn12	40µM*
CCOc1ccc(NC(=O)Cc2cc(Cl)c3c(c2)OCCCO3)cc1S(=O)(=O)N(C)C	-6%

Another view of some results above.
SMILES | KDM5B inh
CC(=O)NCCCC(=O)N1CCN(C2CCNCC2)C(=O)C1 | ?
CC(C)(C)CC(=O)C(C#N)C(=O)Nc1ccccc1Cl (stereo unspecified) | 28%
Cc1sc2ncn(CC(=O)NC3CCCc4ccccc43)c(=O)c2c1-c1ccccc1 (stereo unspecified) | -13%

Screening results deposited in PubChem BioAssay by National Center for Advancing Translational Sciences (NCATS).
